Screens from PubChem.
HTR1E agonist: 5-HT1E (human) receptor agonism; CHO 5-HT1E Ga15 NFAT-bla reporter, FRET; 0% DMSO wells, 100% control agonist wells; P28566; activation, % at 6 µM; AID 574; hit rate 0.69% among 65,000;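 active = activation above a set limit, the screen-wide mean activation plus 3 SD, cut at about 8.5% in these data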;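 note: 100% = positive control agonist at 1 µM giving full maximal response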
Jurkat viability: reduces viability or proliferation of Jurkat cells. Jurkat E6.1 viability, ATP luminescence, 48 h. hit rate 1.2% among 56,000. inhibition, % at 4 µM;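 active = inhibition above the mean inhibition of all tested compounds plus 3 SD, cut at about 28% in these data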
5HT1E antag: blocks the human 5-HT1E serotonin receptor. hit rate 0.99% among 65,000. AID 571. inhibition, % at 6 µM. CHO 5-HT1E Ga15 NFAT-bla reporter, FRET, antagonist;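 active = inhibition above a set limit, the mean inhibition across every tested compound plus 3 SD, cut at about 29% in these data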;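 note: signal is the 460 over 535 nm emission ratio of beta-lactamase substrate; 0% = agonist plus DMSO wells and 100% = wells without agonist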
5HT1a ag: agonists of human 5-HT1a serotonin receptor. activation, % at 10 µM. hit rate 0.56% among 65,000. P08908. CHO 5-HT1a Ga15 NFAT-bla reporter, FRET ratio; 0% basal, 100% maximal reference agonist;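 active = activation above the screen-wide mean activation plus 3 SD, cut at about 19% in these data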;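 note: 0% = DMSO wells and 100% = 5-CT at EC100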
M1 antag: blocks the rat M1 muscarinic receptor response to acetylcholine. P08482. CHO-M1 cells, Fluo-4 calcium, ACh EC80 antagonist mode; stronger effect = lower value. B-score at 10 µM. hit rate 3.4% among 64,000;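 active = calcium fluorescence response, raw or row-and-column corrected B-score, differing from the plate sample mean either way at a set confidence level, mostly lower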
S1P1 ag pot: S1P1 (human) agonism or agonism potentiation | activation, % at 9.5 µM | S1P1 CRE-bla cells, forskolin, beta-lactamase FRET, potentiator mode; S1P1 agonist co-added at EC20, 2 nM; 100% = saturating reference agonist, 0% = basal | P21453 | hit rate 0.57% among 56,000;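 active = activation above a cutoff set at the mean activation of all tested compounds plus 3 SD, cut at about 54% in these data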;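 note: forskolin at 4 µM as EC80 and the EC20 agonist is SEW2871; 100% = SEW2871 at its EC100 plus forskolin at EC80; some compounds past the cut are filed as inactive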
Target sequence (P21453 whole entry, looked up): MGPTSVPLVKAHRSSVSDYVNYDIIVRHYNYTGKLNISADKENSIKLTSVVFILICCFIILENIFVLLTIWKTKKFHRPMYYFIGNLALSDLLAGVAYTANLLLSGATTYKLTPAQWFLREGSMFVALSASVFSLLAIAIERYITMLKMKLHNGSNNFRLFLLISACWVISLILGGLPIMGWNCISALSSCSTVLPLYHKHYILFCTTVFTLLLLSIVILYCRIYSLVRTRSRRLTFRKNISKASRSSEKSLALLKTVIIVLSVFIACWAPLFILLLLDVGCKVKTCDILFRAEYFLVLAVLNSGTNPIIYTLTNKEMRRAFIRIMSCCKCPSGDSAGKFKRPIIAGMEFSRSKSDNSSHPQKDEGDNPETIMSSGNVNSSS
M1 agonist: activates the M1 muscarinic receptor; AID 626; hit rate 3% among 64,000; CHO-M1 cells, Fluo-4 calcium fluorescence, agonist mode; stronger effect = higher value; B-score at 10 µM;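 active = fluorescence rise, raw or as B-score row- and column-corrected plate score, outside the 99.7% band of its plate's samples, either direction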
S1P3 ag: agonists of human S1P3 receptor. Q99500. S1P3 NFAT-BLA reporter cells, agonism, FRET ratio; relative to 1 µM S1P, basal subtracted. activation, % at 4.5 µM. hit rate 0.1% among 60,000. AID 373;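 active = activation above the screen-wide mean plus 3 SD, cut at about 4.5% in these data, passing the limit was not always enough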; note: some compounds called inactive have numbers as strong as hits
Target sequence (Q99500 whole entry, looked up): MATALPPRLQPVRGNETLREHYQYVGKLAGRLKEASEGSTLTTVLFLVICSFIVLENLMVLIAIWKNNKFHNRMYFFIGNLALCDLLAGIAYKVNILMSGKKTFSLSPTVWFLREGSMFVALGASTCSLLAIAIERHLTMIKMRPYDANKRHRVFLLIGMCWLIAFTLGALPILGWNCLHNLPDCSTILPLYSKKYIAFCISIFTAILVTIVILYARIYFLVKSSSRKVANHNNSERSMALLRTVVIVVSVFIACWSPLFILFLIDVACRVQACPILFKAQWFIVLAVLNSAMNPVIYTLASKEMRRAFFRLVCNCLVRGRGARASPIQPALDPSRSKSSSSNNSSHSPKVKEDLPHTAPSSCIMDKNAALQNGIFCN
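Assay system: stable CHO line with human S1P3, Gα16, NFAT-BLA reporter; Detection: FRET β-lactamase substrate fluorescence, excitation 405 nm, 460/535 nm emission ratio, background-subtracted; Read-out: percent activation versus median 1 µM S1P response, basal-subtracted, per plate; Incubation: cells plated overnight, compound 4 h 37 °C, substrate 2 h RT.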
5HT1a antag: blocks the human serotonin 5-HT1a receptor. P08908. CHO 5-HT1a Ga15 NFAT-bla reporter, antagonist mode. inhibition, % at 10 µM. hit rate 0.68% among 62,000. AID 612;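 active = inhibition above the mean of all tested compounds plus 3 SD, cut at about 43% in these data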;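 note: receptor stimulated by 5-CT agonist at 100 nM near EC80; beta-lactamase reporter measured by ratiometric fluorescence of a cleavable substrate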
* hit, by the source's call; · = not tested or not shown.

SMILES	HTR1E agonist	Jurkat viability	5HT1E antag	5HT1a ag	M1 antag	S1P1 ag pot	M1 agonist	S1P3 ag	5HT1a antag
CCN(CC)CCCNC1CCS(=O)(=O)C1 (configuration not stated)	-0.3	-5	1	-2.1	-0.11	6	0.13	-0.8	3
CC(C)c1nc(SCC(=O)N2CCOCC2)c2c(=O)n(C)c(=O)n(C)c2n1	0.2	-8	-8	0.4	-0.03	-6	8.3*	-0.8	-7
CCc1nc(OCCN(C)C)c2oc3ccccc3c2n1	0.3	-4	-2	-4.2	-0.67	-4	0.54	-0.3	-13
CCOC(=O)CSc1nnc(NC(=O)c2cccc(S(=O)(=O)N3CCCC3)c2)s1	-0.3	6	13	-0.5	0.56	-12	1.4	-0.2	13
CC1=C(C(=O)NCCCOC(C)C)C2(CCC(C)CC2)OC1=O (configuration not stated)	0.0	3	2	-2.7	-0.75	-18	-0.48	-0.5	-4
CCOC(=O)C1=C(C)OC(N)=C(C#N)C1C1CCCCC1 (configuration not stated)	0.5	-3	-4	0.7	1.4	-11	-0.41	-0.5	12
O=C(Oc1cccc(N2C(=O)CCC2=O)c1)C1CC(=O)N(c2ccc(F)cc2)C1 (configuration not stated)	-0.3	5	-1	1.8	-0.053	12	-0.13	-1.7	14
COc1ccc(OC)c(C2=NOC(C(=O)NCc3ccccn3)C2)c1 (configuration not stated)	0.2	-2	2	-1.5	0.62	3	0.25	1.7	-4
C=CCn1c(SCC(=O)Nc2ccc(C(=O)OCC)cc2)nnc1-c1cccs1	0.0	0	3	1.8	-0.43	-4	0.26	-0.4	-7
O=C(COC(=O)CNC(=O)c1ccco1)NCCN1C(=O)CSC1=O	0.3	1	14	-0.9	-0.2	-5	0.58	-0.2	10
CCCCOC(=O)Nc1cc(C(=O)OC)ccc1C(=O)OC	0.3	9	1	-1.1	0.41	-3	0.8	-1.2	6
O=C(O)CC(c1ccc(Cl)cc1)n1cccc1 (configuration not stated)	-1.0	-1	7	-1.6	-1.2	-2	0.21	0.2	0
COc1ccc(C2C(C(C)=O)=C(O)C(=O)N2c2nccs2)cc1OC (configuration not stated)	-1.1	·	18	4.5	0.13	0	0.044	-3.3	·
CC1CCCC(NC(=O)c2ccc(CNc3c(N4CCCC4)c(=O)c3=O)cc2)C1C (configuration not stated)	0.6	-1	-7	-1.7	-0.66	-18	0.98	-0.6	-4
Cc1c(NC(=O)COC(=O)Cc2ccc(Cl)cc2)c(=O)n(-c2ccccc2)n1C	-0.2	2	-7	-3.0	-0.0022	8	0.82	-0.5	7
O=C1c2ccccc2C(Nc2ccc(F)c(Cl)c2)N1Cc1ccco1 (configuration not stated)	-0.6	3	17	-3.7	-0.58	16	-0.59	-1.1	12
Oc1ccccc1-c1nnc(COc2ccccc2)o1	-0.7	-2	0	-0.8	0.0014	-13	0.79	-1.5	3
Cc1csc2c(=O)n3c(nc12)CCCCC3	-0.2	-3	-1	-1.3	-0.7	-7	0.45	-0.1	-2
ON1C(c2ccc(Cl)cc2Cl)N(O)[C@H]2CCCC[C@H]21 (some centres not stated)	0.8	·	2	3.1	-0.48	·	0.0074	·	-4
COCC(=O)Nc1cccc(Br)c1	0.2	-8	-9	20*	0.18	·	-0.3	1.4	1
Cn1c(SCCSc2nnc(-c3ccccc3)n2C)nnc1-c1ccccc1	1.1	-5	-4	0.9	·	-19	·	0.2	-4
CCC1CC2(C)NC(=O)c3c(sc4c3CC(C)(C)OC4)N2C1=O (configuration not stated)	-0.3	·	6	-1.5	0.026	-10	-0.33	-2.4	·
COc1ccc(CCn2c(N)cc(=O)[nH]c2=S)cc1OC	0.2	-1	7	0.4	1.4	-25	0.97	-1.1	4
CCOC(=O)CNC(=O)CSc1nc2cccnc2n1C1CCCCC1	-0.3	1	0	-2.8	0.82	-6	0.32	-1.0	5
O=S(=O)(NC1CCCC1)c1ccc(S(=O)(=O)N(Cc2cccs2)CC2CCCO2)cc1 (configuration not stated)	-0.1	-3	-13	-0.5	-1.3	10	0.12	-0.3	3
Cc1cc2cc(CN(Cc3ccc4c(c3)OCO4)C(=O)c3ccco3)c(=O)[nH]c2cc1C	-0.7	-2	-11	0.9	0.72	-8	-0.21	-1.4	12
N#Cc1cc(-c2ccccc2)oc1NC(=O)c1ccco1	-0.1	1	-9	-4.4	0.37	·	0.92	0.1	-9
Cc1c(C(=O)Nc2ccccc2)sc2nc(-c3ccccc3)cn12	0.5	9	2	1.6	-1.5	24	0.56	-0.8	-5
CCN(CC)C(=O)c1cc(-c2ccc(Br)cc2)on1	0.8	7	-1	-0.1	0.011	4	0.13	-0.7	-1
CCCOc1ccc(C2C(C(=O)OC)=C(C)N=C3SCCC(=O)N32)cc1OCC (configuration not stated)	-0.3	3	-4	-2.0	-0.26	-34	-0.11	-0.5	-7
CCOc1ccc(N2CC(C(=O)Oc3ccccc3)CC2=O)cc1 (configuration not stated)	-0.7	10	17	-3.5	0.18	13	0.22	-0.1	4
COc1ccccc1CC1(C)NC(=O)N(CC(=O)N2CCc3ccccc3C2)C1=O (configuration not stated)	0.0	-4	-3	-3.0	0.98	-35	0.26	5.9	4
O=C(c1ccco1)c1n[nH]nc1-c1ccccc1	-1.1	·	-12	-4.7	0	·	0.51	·	-2
CC1CCc2cc(F)ccc2N1C(=O)CCC(=O)O (configuration not stated)	0.2	-2	-2	-0.9	-0.25	4	0.39	-1.0	10
O=C(Nc1ccc2nc(-c3ccco3)[nH]c2c1)c1ccco1	0.0	·	-4	-1.6	0.36	·	0.044	·	6
COCCNC(=O)c1ccc2ccccc2n1	-0.1	1	-10	-1.8	0.54	-6	0.94	-1.7	1
CCCCn1c(SCC(=O)Nc2cccc(C)n2)nnc1-c1ccco1	-0.5	2	-11	-1.1	1	-8	0.056	-0.2	-4
c1cnc(N2CCN(Cc3c[nH]c4ccccc34)CC2)nc1	0.1	4	4	-1.3	-1.8	8	-0.033	-0.8	16
COC(=O)c1c(NC(=O)CN2CCN(c3ccccc3OC)CC2)c2c(C)cccc2n1C	-0.1	-5	0	-3.4	-0.093	1	3	-1.2	10
COc1ccc(N(CC(=O)Nc2nccs2)S(=O)(=O)c2c(C)nn(C)c2C)cc1	1.7	0	-13	-0.4	0.75	12	0.64	0.0	-9
CCOC(=O)NCc1ccc2c(c1)OCO2	-0.4	-4	-8	-0.9	1.3	-14	0.8	-0.3	-12
O=C(c1ccco1)N1CCN=C1SCc1ccc(F)cc1	-0.1	0	1	-4.4	0.4	-15	-0.059	0.4	0
S=c1[nH]nc(-c2cccnc2)o1	-0.1	-4	-2	-0.1	-0.0013	-3	-0.045	3.6	3
CC(=O)Oc1ccc2oc3c(c2c1)C(=O)CCC3	-1.2	4	10	-3.2	0.085	10	-0.32	-1.1	13
O=C(NC1CCCC1)C1CCCN(S(=O)(=O)c2ccc(-n3cnnn3)cc2)C1 (configuration not stated)	-0.1	-7	-4	-1.2	-0.0077	-3	1.2	-0.9	-1
COc1cccc(-c2nnn(CCC(=O)O)n2)c1	0.8	-10	-2	-0.3	0.74	-19	-0.49	-0.1	-8
COCc1cc(C)nc2sc3c(=O)oc(C)nc3c12	-1.9	-4	-8	-1.5	0.45	-8	0.12	-0.6	2
CCCCC1CCC(c2nc(-c3ccccn3)no2)CC1 (configuration not stated)	-0.1	0	10	1.5	-0.024	20	-1.3	-1.1	-6
Cc1ccc(S(=O)(=O)NC(C)(C)CSc2nnc(N)s2)cc1	-0.5	1	5	-1.3	-0.046	·	0	-0.2	5
CC(=O)Oc1oc(-c2ccccc2)nc1/C=N/c1ccccn1	0.8	·	-5	-2.6	-0.61	4	-0.16	-0.6	·
O=C(CSc1ncnc2nc[nH]c12)N1CCN(c2ccc(Cl)cc2)CC1	1.0	10	0	-0.2	-0.12	-7	0.43	-1.3	-1
COC(=O)[C@@H](NC(=O)NC1CCN(Cc2ccccc2)CC1)C(C)C	-0.4	3	-1	-3.1	-0.32	-2	0.18	0.6	-9
COc1ccc(-c2noc(COc3ccc(C)c(C)c3)n2)cc1OC	1.1	6	8	0.7	0.25	·	0.057	-1.1	14
COCCCNS(=O)(=O)c1ccc2c(c1)OCCO2	0.1	-4	-4	-0.9	·	-22	·	-0.1	-9
Cc1nnc(SCC(=O)Nc2cc(C(F)(F)F)ccc2N2CCOCC2)o1	-0.2	2	-1	-1.2	0.42	·	0.0099	-0.1	0
CC(C)Cc1nc2oc3c(NCc4cccnc4)ncnc3c2c2c1CCC2	2.0	4	35*	0.0	-0.18	-59	0.51	-0.3	-2
CCOc1ccc2[nH]c(=O)c(CN(C(=O)N3CCOCC3)C3CC3)cc2c1	0.2	-6	-14	0.5	0.18	-21	-0.45	0.8	-4
COc1ccc2oc(=O)c(C(=O)O)cc2c1	-0.4	-3	-10	0.9	0.27	8	-0.17	-0.1	-4
O=C(Nc1ccc2oc(-c3ccccc3)nc2c1)c1ccc2c(c1)OCCO2	-0.4	0	-3	-1.7	-0.24	13	-0.71	0.8	-13
CN(C)CCCNC(=O)Cc1ccc(Br)cc1	-0.5	-5	7	0.4	0.24	13	-0.48	0.1	2
Later entries
SMILES	HTR1E agonist	Jurkat viability	5HT1E antag	5HT1a ag	M1 antag	S1P1 ag pot	M1 agonist	S1P3 ag	5HT1a antag
CCOC(=O)c1cccc(NC(=O)Cn2c(CC(=O)N3CCCC3)nc3ccccc32)c1	-0.2	1	-3	-2.9	0.66	-27	-0.013	-0.5	6
N#CCCn1ccc(NC(=O)c2ccc(Cl)cc2)n1	0.6	·	-2	-0.7	-0.033	·	-0.025	·	-7
O=S(=O)(Nc1nc2ccccc2nc1NCCO)c1cccc(Cl)c1	-0.4	-7	-12	-0.9	0.058	3	0.82	-0.5	-6
Cc1ccccc1CNc1nc(N)n(-c2ccccc2)n1	1.1	-10	-11	-1.8	0.071	-3	0.021	-0.5	5
O=C1N2c3ccccc3CCc3cccc(c32)C1(O)C(F)(F)F (configuration not stated)	-0.7	5	29*	6.8	0.27	-4	-1.5	0.0	-21
CCCc1cc(=O)[nH]c(SCC(=O)Nc2nonc2N)n1	1.0	-3	10	0.6	-2	-7	0.043	-0.9	4
Cc1nc(-c2cccc(-c3noc(C)n3)c2)no1	0.6	·	4	-0.4	0.85	·	0.29	·	9
O=C(CSc1nnnn1-c1ccc(Cl)cc1)NC(=O)Nc1ccc2c(c1)OCCO2	0.5	-5	-1	-3.0	-0.022	-11	0.05	-1.1	-24
O=C(c1ccco1)N1CCN=C1SCc1cccnc1	0.1	7	-2	0.3	0.18	5	-0.22	-0.7	0
CN(C)C=Nc1ncc2c3ccccc3n(CCN(C)C)c2c1C#N	0.4	-6	-5	-0.3	-0.24	19	-0.59	-0.7	4

In the list so far, these contain a CF3 group.
SMILES	HTR1E agonist	Jurkat viability	5HT1E antag	5HT1a ag	M1 antag	S1P1 ag pot	M1 agonist	S1P3 ag	5HT1a antag
Cc1nnc(SCC(=O)Nc2cc(C(F)(F)F)ccc2N2CCOCC2)o1	-0.2	2	-1	-1.2	0.42	·	0.0099	-0.1	0
O=C1N2c3ccccc3CCc3cccc(c32)C1(O)C(F)(F)F (configuration not stated)	-0.7	5	29*	6.8	0.27	-4	-1.5	0.0	-21
